ERG Ets-DNA blk = qHTS for Small Molecule Inhibitors of the ERG Ets/DNA interaction; Potency, µM (top dose mostly 76.9 µM), for the others: at the top dose FP activity, negative = inhibition, most hits filed as inhibitors; fluorescence polarization, His-ERG Ets domain / labelled DNA; actives 0.028% (n = 370,000); AID 624246, 2012; active means well fitted inhibition curve with a large enough effect in the polarisation, with a control signal flat; inconclusive means small, poorly fitted or top-dose-only effect, or effect the other way, or a change in a side signal; inactive means no such curve, though single readings can be large or run the other way; the % refers to the polarisation;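 further: polarization taken with two DNA probes labelled with fluorescein and Texas red; potency means the concentration at half of the fitted maximal effect; % of control where 0% means no effect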
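His-tagged ERG Ets domain (1 uM in the protein solution; 300mM KCl, 50mM Tris-HCl, 1mM EDTA, 1mM DTT, pH 7.5) received compound, then a probe mix of 5 nM fluorescein-DNA and 100nM Texas-615-DNA. Fluorescence polarization was read for both dyes.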
BLM helicase inh = qHTS Assay for Inhibitors of Bloom's syndrome helicase (BLM). RecQ-like DNA helicase BLM (Homo sapiens), P54132. recombinant BLM DNA unwinding, fluorescence dequenching. Potency, µM (doses to about 56.1 µM), for inactives: at the top dose activity change, negative = inhibition, actives largely listed as inhibitors. actives 0.2% (n = 350,000);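 further: potency means the concentration at half of the fitted maximal effect; plate controls were vehicle for no effect and no enzyme for full effect; nearly all actives have a fitted effect of over 35% in size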
TRHR agonist = qHTS for Small Molecule Agonists and Allosteric Enhancers of Human TRH Receptor: Primary Screen for Agonists; TRHR cells, calcium flux fluo-8, FDSS agonist mode; AID 493084, 2011; activation, % at 2 µM; Thyrotropin-releasing hormone receptor (Homo sapiens), P34981; actives 0.18% (n = 360,000); in the data active means activation above about 30%; further: 0% is about no effect
Target sequence (P34981 whole entry, looked up): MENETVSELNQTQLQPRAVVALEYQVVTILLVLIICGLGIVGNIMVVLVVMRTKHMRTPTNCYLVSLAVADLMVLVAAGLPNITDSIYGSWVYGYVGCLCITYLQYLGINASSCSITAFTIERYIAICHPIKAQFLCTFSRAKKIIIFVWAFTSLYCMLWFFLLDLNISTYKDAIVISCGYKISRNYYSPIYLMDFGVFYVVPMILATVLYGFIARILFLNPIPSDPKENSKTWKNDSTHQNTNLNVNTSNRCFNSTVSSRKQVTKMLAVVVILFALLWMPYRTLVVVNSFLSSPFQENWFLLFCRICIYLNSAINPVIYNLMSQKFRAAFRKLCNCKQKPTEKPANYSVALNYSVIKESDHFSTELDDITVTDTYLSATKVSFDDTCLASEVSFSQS
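In this calcium-flux screen, cells bearing human TRHR are dye-loaded with fluo-8, baselined for 10 cycles, then exposed to library compounds; positive kinetic calcium responses during the agonist phase mark hits, with TRH as control.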
APE1 inh = qHTS Assay for Inhibitors of the Human Apurinic/apyrimidinic Endonuclease 1 (APE1) | DNA repair nuclease/redox regulator APEX1 (Homo sapiens), P27695 | recombinant APE1, TAMRA/BHQ-2 abasic DNA cleavage fluorescence | Potency, µM (titrated, usually from 65.8 µM), for the others: at the top dose activity change, negative = inhibition, actives largely listed as inhibitors | actives 0.35% (n = 350,000) | AID 2517, 2012;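 further: potency means the concentration at half of the fitted maximal effect; plate controls were vehicle for no effect and reference inhibitor for full effect; nearly all actives have a fitted effect of over 55% in size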
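APE1 at 0.75 nM preincubated 15 min at room temperature with compound. Reaction then started with 50 nM double-stranded THF-abasic substrate labelled with TAMRA/BHQ-2, and 525/598 nm fluorescence read kinetically. Activity taken as third-minus-first read difference, normalized to DMSO and NSC13755 controls.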
Pol kappa inh = qHTS for Inhibitors of Polymerase Kappa; AID 588579, 2011; actives 0.53% (n = 400,000); Potency, µM (top dose mostly 107 µM), for the others: top-dose activity, negative = inhibition, hits mostly inhibitors; purified Pol kappa, fluorescent DNA synthesis assay, 10 min; further: potency means the concentration at half of the fitted maximal effect; on the % scale 0 is the no-effect control and ±100 the full control effect
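Readout: fluorescence, taken kinetically at 0 and 10 min. Conditions: 10 nM Pol kappa, 15 min RT compound preincubation, 50 nM substrate final. Controls: enzyme-free buffer wells.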
ALOX12 inh = Primary qHTS assay for inhibitors of human arachidonate 12S-lipoxygenase (ALOX12): Round 2. Polyunsaturated fatty acid lipoxygenase ALOX12 (Homo sapiens), P18054. actives 1.1% (n = 580,000). purified 12hLO, xylenol orange hydroperoxide absorbance. Potency, µM (titrated, usually from 108 µM), without a hit: at the highest dose activity change, negative = inhibition, hits mostly inhibitors; further: potency means the concentration at half of the fitted maximal effect; on the % scale 0 is the no-effect control and ±100 the full control effect
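Purified human 12hLO at 150 nM in 25 mM Hepes, 0.01% Triton X-100, pH 7.0, preincubated 15 min at room temperature with compound. Reaction started with 40 uM arachidonic acid, 30 min at room temperature. Hydroperoxide measured by Fe-xylenol orange, 573/405 nm absorbance ratio.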
POLI inh = qHTS for Inhibitors of Polymerase Iota; DNA polymerase iota (Homo sapiens), Q9UNA4; Pol iota fluorescent replication assay, 10 min; Potency, µM (doses to about 115 µM), without a hit: at the top dose activity, negative = inhibition, usual class: inhibitors; actives 1% (n = 390,000); further: potency means the concentration at half of the fitted maximal effect
Target sequence (Q9UNA4 whole entry, looked up): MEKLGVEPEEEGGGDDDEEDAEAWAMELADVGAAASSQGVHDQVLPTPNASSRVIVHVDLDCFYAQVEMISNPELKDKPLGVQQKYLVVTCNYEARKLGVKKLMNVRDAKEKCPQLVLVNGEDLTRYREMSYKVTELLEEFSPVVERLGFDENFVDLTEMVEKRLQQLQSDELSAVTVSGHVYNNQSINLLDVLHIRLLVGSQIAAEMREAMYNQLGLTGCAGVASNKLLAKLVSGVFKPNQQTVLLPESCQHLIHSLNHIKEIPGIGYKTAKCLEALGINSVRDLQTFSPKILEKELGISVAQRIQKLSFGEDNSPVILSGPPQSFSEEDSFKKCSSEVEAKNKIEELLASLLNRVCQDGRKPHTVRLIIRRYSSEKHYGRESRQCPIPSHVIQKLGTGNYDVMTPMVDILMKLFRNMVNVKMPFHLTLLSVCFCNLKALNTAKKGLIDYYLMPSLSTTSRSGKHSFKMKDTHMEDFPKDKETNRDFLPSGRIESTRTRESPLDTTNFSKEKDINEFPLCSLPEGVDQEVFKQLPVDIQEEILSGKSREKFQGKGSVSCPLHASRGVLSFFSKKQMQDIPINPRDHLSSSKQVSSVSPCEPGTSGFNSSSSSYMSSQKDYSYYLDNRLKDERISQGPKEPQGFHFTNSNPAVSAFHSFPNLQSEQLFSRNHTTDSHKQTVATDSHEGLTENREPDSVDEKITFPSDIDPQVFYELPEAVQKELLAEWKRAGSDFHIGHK
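Pol iota at 10 nM preincubated 15 min with compounds at room temperature; reaction started with fluorescent substrate, 50 nM final. Fluorescence read kinetically at 0 and 10 min; buffer-only wells as negative control.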
Apoferritin bind = qHTS Assay for Identification of Novel General Anesthetics | Potency, µM (titrated, usually from 77.5 µM), for inactives: top-dose activity change, negative = displacement, actives largely listed as inhibitors | apoferritin/1-aminoanthracene competitive binding, fluorescence | actives 0.074% (n = 350,000); further: potency means the concentration at half of the fitted maximal effect; on the % scale 0 is the no-effect control and ±100 the full control effect; nearly all actives have a fitted effect of over 20% in size
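Apoferritin-based anesthetic binding model; compound displacement of fluorescent 1-AMA measured as endpoint fluorescence after 10 minutes at room temperature, scaled to free-ligand and complex controls.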
POLB inh = qHTS Assay for Inhibitors of DNA Polymerase Beta. P06746. Pol beta primer extension/strand displacement, fluorescence kinetic. Potency, µM (doses to about 114 µM), for the others: top-dose activity change, negative = inhibition, most hits filed as inhibitors. actives 1.3% (n = 340,000). AID 485314, 2010; further: potency means the concentration at half of the fitted maximal effect; on the % scale 0 is the no-effect control and ±100 the full control effect
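Human Pol beta at 10 nM; strand-displacement substrate 50 nM final. Compound exposure 15 min at room temperature before start, reaction 10 min at room temperature.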
* hit, by the source's call; ? = inconclusive; · = not tested or not shown; & = joins results of further samples; [ ] = dose if it differs, or a comment. Unless noted, the call rests on the fitted dose curve; in most records, active means well fitted curve in the direction sought with a large enough effect; inconclusive means small, poorly fitted or top-dose-only effect, or another doubt; inactive means no such curve, though single readings can be large; an effect the other way counts as inactive or inconclusive. Some of the compounds tested. The share of hits here may be higher or lower than overall.

Screens in order: ERG Ets-DNA blk	BLM helicase inh	TRHR agonist	APE1 inh	Pol kappa inh	ALOX12 inh	POLI inh	Apoferritin bind	POLB inh
[1] CCCN(CCC)C(=O)Cn1c(=O)c2ccccc2n2c(=S)sc(-c3ccccc3C)c12
 : 3%	0%	0.5	17%	-6%	-30%	10%	-4%	41%
[2] COc1ccc2oc(=O)c(C(=O)N3CCCc4ccccc43)cc2c1
 : ·	-9%	-0.6	8%	-4%	20%&-1%	-12%	-20%	-1%
[3] O=C(NCCCn1ccnc1)C(Cc1ccccc1)N1C(=O)c2ccccc2C1=O (centres undefined)
 : 1%	-4%	-1.7	-16%	-21%	-13%	11%	-8%	14%
[4] CCOC(=O)N1CCN(S(=O)(=O)c2ccc(Cl)cc2)CC1
 : 0%	0%	-0.4	-7%	4%	4%	21%	-1%	?
[5] O=C(/C=C/c1ccc(F)cc1)Nc1cccc(S(=O)(=O)N2CCOCC2)c1
 : -9%	·	·	22%	-21%	-1%	-9%	·	·
[6] Cc1cc(N2CCOCC2)nc2ccc(NC(=O)CCC(=O)N3CCCC(C)C3)cc12 (centres undefined)
 : 7%	1%	-1.5	-1%	0%	-25%	22%	?	24%
[7] COc1ccccc1OCCSc1nc2ccccc2n1CCO
 : -4%	0%	-2.3	19%	-2%	9%	86%[activator]	-2%	36%
[8] CCc1cccc(CC)c1NC(=O)CN1CCN(c2ccccc2)CC1
 : 3%	-5%	-0.6	0%	-4%	?	28%	-10%	40%
[9] O=C(O)C(C=C(Cl)Cl)N1CCOCC1 (centres undefined)
 : 4%	·	·	·	-6%	-9%	-23%	·	·
[10] Cc1cc[n+](CCC(=O)O)c2ccccc12
 : 12%	-4%	0.9	-1%	-10%	-27%	14%	-13%	?
[11] Cc1nc2c(-c3ccccc3)cnn2c(N2CCOCC2)c1C
 : 2%	-2%	-1.2	45%[activator]	-13%	10%	46%[activator]	19%	-32%
[12] C=CCNC(=S)N1CCN(CCN=CC2=C(O)CC(c3ccc(Cl)cc3)CC2=O)CC1 (centres undefined)
 : 7%	0%	-0.1	-11%	-1%	0%	86%[activator]	-6%	5%
[13] CCCC(=O)Nc1nnc(S(=O)(=O)N2CCCC2)s1
 : 12%	-1%	-0.1	1%	-1%	5%	20%	-11%	23%
[14] Cc1noc(C)c1CSc1nnc(-c2ccccc2)o1
 : -5%	-6%	-0.9	-5%	-12%	1%	83%[activator]	-14%	7%
[15] Cc1cccc(OCc2nnc(SCC(=O)N3c4ccccc4CC3C)n2C)c1C (centres undefined)
 : -1%	-3%	-0.7	-4%	4%	?	-10%	-9%	1%
[16] O=c1c(=O)n(-c2cccc(Cl)c2)ccn1Cc1cccc(F)c1
 : 2%	-5%	-0.3	·	-25%	-26%	9%	6%	32µM*
[17] CC1CCN(C2=NC(=O)/C(=C/c3cn(-c4ccccc4)nc3-c3cccc(S(=O)(=O)N(C)C)c3)S2)CC1
 : -4%	-5%	0.1	-5%	7%	0%	1%	-17%	40%
[18] CN(C)C(CNC(=O)CCc1nc2ccccc2s1)c1ccccc1 (centres undefined)
 : 0%	-6%	-0.2	20%	2%	-5%	40%[activator]	2%	5%
[19] COc1ccc(-c2nc3sc(CCNS(=O)(=O)c4ccccc4)c(C)n3n2)cc1
 : 3%	0%	0.3	·	-6%[60.1 µM]	6%	26%	-1%	-10%
[20] CCC(c1nnc(SCC(=O)N2CC(=O)Nc3ccccc32)n1Cc1ccccc1)N(C)C (centres undefined)
 : -8%	-2%	1.1	16%	-2%	0%	12%	-10%	2%
[21] COc1ccc(-c2nc(=S)[nH][nH]2)cc1
 : -4%	-7%	-0.3	-6%	-8%	?	1%	-9%	-6%
[22] O=c1cc(CN2CCN(c3ccc(O)cc3)CC2)nc2scc(-c3ccccc3)n12
 : -19%	-6%	-0.3	?	-20%	?	?	-11%	11µM*
[23] CCOC(=O)C1CCCN(C(=O)c2cccc(NC(=O)c3nsc4ccccc34)c2)C1 (centres undefined)
 : 5%	-5%	-0.5	·	-1%[60.1 µM]	-14%	23%	?	3%
[24] CSc1ccc(Cl)c(C(=O)N2CCN(c3ncccn3)CC2)c1
 : -12%	·	3.5	21%	-7%	1%	-13%	·	·
[25] CNc1n[nH]c(=S)s1
 : -11%	3%	0.3	-4%	1%	22µM*	?	5%	-1%
[26] COc1ccc2[nH]cc(CCNc3ncnc4ccc(-c5ccccc5CN(C)C)cc34)c2c1
 : ·	2%	·	-1%	-7%[60.1 µM]	-10%	·	-4%	·
[27] S=c1[nH]nc(-c2ccccc2)n1/N=C/c1c[nH]c2ccccc12
 : -11%	-3%	1.3	0%	-3%	-26%	68%[activator]	-5%	27%
[28] CCOC(=O)N1CCN(C(=O)CN(CC)S(=O)(=O)c2cc(C)ccc2OC)CC1
 : 13%	-4%	0.0	1%	2%	11%	17%	-4%	38%
[29] O=C(CCN1C(=O)c2ccccc2C1=O)Nc1sc2c(c1C(=O)NCC1CCCO1)CCC2 (centres undefined)
 : 2%	-1%	-1.1	4%	-15%	20%	17%	?	14%
[30] COC(=O)c1ccc(OCC(=O)NC2CCCCCCC2)cc1
 : 13%	·	·	-17%	-7%	-6%	28%	·	·

A draw from above in order of molecular weight, highest first:
Screens in order: ERG Ets-DNA blk	BLM helicase inh	TRHR agonist	APE1 inh	Pol kappa inh	ALOX12 inh	POLI inh	Apoferritin bind	POLB inh
[17] CC1CCN(C2=NC(=O)/C(=C/c3cn(-c4ccccc4)nc3-c3cccc(S(=O)(=O)N(C)C)c3)S2)CC1
 : -4%	-5%	0.1	-5%	7%	0%	1%	-17%	40%
[29] O=C(CCN1C(=O)c2ccccc2C1=O)Nc1sc2c(c1C(=O)NCC1CCCO1)CCC2 (centres undefined)
 : 2%	-1%	-1.1	4%	-15%	20%	17%	?	14%
[20] CCC(c1nnc(SCC(=O)N2CC(=O)Nc3ccccc32)n1Cc1ccccc1)N(C)C (centres undefined)
 : -8%	-2%	1.1	16%	-2%	0%	12%	-10%	2%
[26] COc1ccc2[nH]cc(CCNc3ncnc4ccc(-c5ccccc5CN(C)C)cc34)c2c1
 : ·	2%	·	-1%	-7%[60.1 µM]	-10%	·	-4%	·
[23] CCOC(=O)C1CCCN(C(=O)c2cccc(NC(=O)c3nsc4ccccc34)c2)C1 (centres undefined)
 : 5%	-5%	-0.5	·	-1%[60.1 µM]	-14%	23%	?	3%
[19] COc1ccc(-c2nc3sc(CCNS(=O)(=O)c4ccccc4)c(C)n3n2)cc1
 : 3%	0%	0.3	·	-6%[60.1 µM]	6%	26%	-1%	-10%
[22] O=c1cc(CN2CCN(c3ccc(O)cc3)CC2)nc2scc(-c3ccccc3)n12
 : -19%	-6%	-0.3	?	-20%	?	?	-11%	11µM*
[18] CN(C)C(CNC(=O)CCc1nc2ccccc2s1)c1ccccc1 (centres undefined)
 : 0%	-6%	-0.2	20%	2%	-5%	40%[activator]	2%	5%
[16] O=c1c(=O)n(-c2cccc(Cl)c2)ccn1Cc1cccc(F)c1
 : 2%	-5%	-0.3	·	-25%	-26%	9%	6%	32µM*
[27] S=c1[nH]nc(-c2ccccc2)n1/N=C/c1c[nH]c2ccccc12
 : -11%	-3%	1.3	0%	-3%	-26%	68%[activator]	-5%	27%
[25] CNc1n[nH]c(=S)s1
 : -11%	3%	0.3	-4%	1%	22µM*	?	5%	-1%

Following part:
Screens in order: ERG Ets-DNA blk	BLM helicase inh	TRHR agonist	APE1 inh	Pol kappa inh	ALOX12 inh	POLI inh	Apoferritin bind	POLB inh
[31] C/C(=N/NC(=O)c1ccn(C)n1)c1ccncc1
 : 19%	-4%	0.3	?	9%	?	3%	9%	45%
[32] COc1ccc(/C=C(/NC(=O)c2ccccc2)C(=O)N/N=C/c2sccc2C)cc1
 : 4%	1%	0.5	15%	-7%	?	-22%	57%[activator]	20%
[33] CCc1noc(C)c1C(=O)NCCc1c[nH]c2ccccc12
 : -3%	·	-0.9	-12%	-10%	1%	13%	·	·
[34] CCOC(=O)N1CCN(C(=O)C2CCCN(S(=O)(=O)c3ccc(OCC)cc3)C2)CC1 (centres undefined)
 : 3%	-5%	-1.0	22%	-6%	0%	16%	-8%	32%
[35] Oc1ccc(Oc2ccc(Oc3ccc(O)cc3)cc2)cc1
 : -8%	-7%	-0.2	2%	0%	?	21%	-7%	-12%
[36] CCc1ccc(C2c3c(-c4cc(C)ccc4O)n[nH]c3C(=O)N2Cc2cccnc2)cc1 (centres undefined)
 : 3%	-3%	-0.1	·	9%	?	15%	-17%	-4%
[37] COc1ccc(CCNC(=O)/C=C/C(=O)O)cc1OC
 : -10%	-4%	0.6	0%	-6%	1%	12%	-9%	-2%
[38] Cc1cccc(-n2c(SCC(=O)Nc3ncc(Cl)cc3Cl)nc3ccccc32)c1
 : 3%	-9%	0.9	-7%	-20%	-19%	-7%	-4%	-5%
[39] C[C@@H](C(=O)N1CCNCC1)n1cc(CCC(=O)O)nn1
 : 6%	2%	0.0	2%	19%	-12%	13%	-1%	45%
[40] O=C(Nc1cccc(C(=O)OCc2cc(=O)n3c4c(sc3n2)CCCC4)c1)c1cccc(Cl)c1
 : -2%	-5%	0.0	·	-3%[60.1 µM]	-28%	1%	60%[activator]	1%

Screens deposited in PubChem BioAssay by National Center for Advancing Translational Sciences (NCATS).
